SENP8 block-1: SENP8 protease inhibition; purified SENP8, Z-RLRGG-aminoluciferin cleavage, luminescence; 1.2% of 330,000 active; AID 2540; inhibition, % at 10 µM; Q96LD8; in the data active means inhibition above about 50%
Target sequence (Q96LD8 whole entry, looked up): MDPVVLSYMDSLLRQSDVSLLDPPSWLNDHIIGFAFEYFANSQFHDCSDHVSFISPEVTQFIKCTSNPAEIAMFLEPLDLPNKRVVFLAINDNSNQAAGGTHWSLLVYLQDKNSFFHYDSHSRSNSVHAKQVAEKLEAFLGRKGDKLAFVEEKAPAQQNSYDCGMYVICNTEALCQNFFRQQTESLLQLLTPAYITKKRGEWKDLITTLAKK
MIN6 prolif: inducers of beta-cell replication in MIN6 cells. MIN6 cells proliferation, ATPlite luminescence, 48 h; cells starved in 0.2% serum; 100% = growth in 10% serum. proliferation, % at 10 µM. 0.29% of 330,000 active. AID 2380;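 active means compounds whose signal lies at least 3.5 SD above the mean of all wells on their plate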;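 further: 0% = DMSO-treated cells in low-serum medium and 100% = 10% serum control; some compounds called inactive have numbers as strong as hits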
SENP1 FRET inh: SENP1 (human) catalytic domain inhibition; Q9P0U3; recombinant SENP1 catalytic domain, CyPet-SUMO1-YPet FRET cleavage; inhibition, % at 10 µM; 0.21% of 360,000 active;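 active means inhibition at least 30% at 10 µM, raw YFP signal under a set limit, fluorescence ratio 0.5 to 1.5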;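 further: 0% = enzyme with DMSO and 100% = no enzyme wells; some results filed as inactive read as strong as hits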
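system = hSENP1 catalytic domain, recombinant | reagent = SFCypet-SUMO1-SFYpet substrate at 25 nM | doses = one dose per compound, 10 µM, 0.5% DMSO | incubation = enzyme reaction for 50 min at room temperature, dark | measured by = FRET, CFP and YFP emission | controls = no-enzyme low, enzyme-DMSO high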
PfG6PD inh: PfG6PD (Plasmodium falciparum) enzyme inhibition; PfGluPho enzyme, NADPH resazurin-diaphorase fluorescence; 0.78% of 350,000 active; inhibition, % at 20 µM;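 active means inhibition reaching at least a set limit at 20 µM in the primary screen, cut at about 59% in these data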;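 further: 0% = DMSO wells with substrate and 100% = DMSO wells lacking glucose-6-phosphate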
SENP6 block: blocks the human protease SENP6. inhibition, % at 10 µM. Recombinant SENP6 catalytic domain, aminoluciferin luminescence. 1.8% of 330,000 active;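 active means inhibition above about 50% at the single tested dose, limit read from the data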;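 further: plate controls were DMSO wells with enzyme for no effect and DMSO wells lacking enzyme for full effect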
Target sequence (Q9GZR1 628-1112 limits assumed): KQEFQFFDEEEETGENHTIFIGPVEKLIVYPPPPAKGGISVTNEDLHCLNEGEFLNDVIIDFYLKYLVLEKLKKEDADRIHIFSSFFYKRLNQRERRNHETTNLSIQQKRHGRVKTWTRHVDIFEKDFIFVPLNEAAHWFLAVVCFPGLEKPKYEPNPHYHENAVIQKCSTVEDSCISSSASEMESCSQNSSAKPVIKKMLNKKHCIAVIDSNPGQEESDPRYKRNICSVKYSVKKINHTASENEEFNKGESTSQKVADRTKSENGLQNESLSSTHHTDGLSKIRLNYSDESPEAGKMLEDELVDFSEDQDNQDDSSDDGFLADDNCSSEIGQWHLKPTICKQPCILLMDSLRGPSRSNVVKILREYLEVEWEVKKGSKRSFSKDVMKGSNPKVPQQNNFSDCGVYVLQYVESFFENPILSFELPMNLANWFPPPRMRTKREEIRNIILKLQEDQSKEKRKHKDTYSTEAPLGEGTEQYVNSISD
UBC13 inh: inhibitors of human UBC13 polyubiquitin chain formation; TR-FRET; inhibition, % at 20 µM; 0.47% of 330,000 active; AID 485273; in the data active means inhibition above about 45%, passing the limit was not always enough
HKDC1 inhibitor: HKDC1 (human) hexokinase inhibition. Q2TB90. recombinant HKDC1, G6PDH/diaphorase resazurin coupled fluorescence. inhibition, % at 20 µM. 0.16% of 340,000 active. AID 493160;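 active means inhibition above about 35% when tested at 20 µM, limit read from the data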;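 further: plate controls were DMSO wells with enzyme for no effect and DMSO wells lacking enzyme for full effect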
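test system = in-house recombinant HK5 (HKDC1) enzyme | amount = HKDC1 at 5 µg/mL | control set = DMSO-enzyme wells negative, buffer-substituted wells positive | compound = one dose of 20 µM, 1% DMSO | schedule = reaction time 90 min, room temperature, protected from light | technique = resorufin fluorescence at 613 nm | reagent = glucose with 1 mM ATP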
SENP7 block: SENP7 protease inhibition | Q9BQF6 | recombinant SENP7, Z-RLRGG-aminoluciferin luminescence, 40 min | inhibition, % at 5 µM | 1.5% of 330,000 active;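 active means inhibition above about 50% at the single test dose, limit read from the data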;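 further: plate controls were DMSO with enzyme for no effect and no enzyme buffer wells for full effect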
Target sequence (Q9BQF6 706-1050 limits assumed): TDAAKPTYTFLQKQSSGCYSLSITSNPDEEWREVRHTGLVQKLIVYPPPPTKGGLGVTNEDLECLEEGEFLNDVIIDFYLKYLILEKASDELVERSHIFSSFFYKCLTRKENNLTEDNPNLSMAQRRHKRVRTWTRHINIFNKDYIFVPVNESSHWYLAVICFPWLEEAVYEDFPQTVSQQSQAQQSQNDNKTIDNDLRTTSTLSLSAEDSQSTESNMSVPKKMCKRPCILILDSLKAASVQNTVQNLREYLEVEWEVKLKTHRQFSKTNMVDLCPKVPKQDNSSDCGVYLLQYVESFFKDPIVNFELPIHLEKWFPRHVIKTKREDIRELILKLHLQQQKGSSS
SENP8 block-2: SENP8 (human) protease inhibition; Q96LD8; recombinant SENP8, Nedd8 substrate fluorescence; inhibition, % at 20 µM; 0.64% of 360,000 active; AID 602440; in the data active means inhibition mostly above about 40%, no sharp cut-off; inactive means mostly below about 27%
The depositor's hits bear a star; . = no result given.

1. CC(C)c1ccc(OCC(O)CNC(C)c2ccccc2)cc1 (stereo not drawn)
2. O=C(COC(=O)/C=C/c1ccc(OC(F)F)cc1)Nc1cccc(S(=O)(=O)N2CCOCC2)c1
3. O=C(OCC(=O)N1CCOCC1)c1cccc(S(=O)(=O)Nc2ccc(F)cc2)c1
4. Cc1ccc2c(C)nc(Nc3nc(CSc4nc5ccccc5[nH]4)cc(=O)[nH]3)nc2c1
5. CNC(=O)c1ccc(NC(=O)c2ccc3c(=O)n4c(nc3c2)CCC4)cc1
6. Cc1cc(N2C(=O)NC(=O)CC2C)c(C)cc1C(C)C (stereo not drawn)
7. CCOC(=O)C1CCCN(C(=O)c2cccs2)C1 (stereo not drawn)
8. COc1ccc(C(CCN2CCOCC2)c2c(OC)cc(OC)c3c(-c4ccccc4)cc(=O)oc23)cc1 (stereo not drawn)
screen / no.,1,2,3,4,5,6,7,8
SENP8 block-1,-3,-10,-3,2,0,4,-3,.
MIN6 prolif,-7,-1,1,-4,-2,-1,-1,.
SENP1 FRET inh,1,2,2,0,-2,1,1,0
PfG6PD inh,-14,-2,-5,13,3,1,-14,0
SENP6 block,5,-5,-4,-20,4,8,-10,.
UBC13 inh,22,-6,8,-8,-9,-10,3,.
HKDC1 inhibitor,1,-2,-4,-8,1,-2,-4,2
SENP7 block,-1,-2,5,3,3,6,-10,-4
SENP8 block-2,20,13,1,6,-22,5,20,-104

9. COc1ccc2oc(=O)c(-c3ccccc3C(=O)N3CCOCC3)cc2c1
10. CC(=O)Nc1ccc(-c2nnc(SCc3ccc(C)cc3)n2C)cc1
11. Cc1ccc(NC(=O)COC(=O)C2(CC(=O)NC(C)C)CCCC2)cc1C
12. Cc1ccc(C23CC4CC(CC(CN)(C4)C2)C3)cc1
13. CN(C(=O)COC(=O)COc1ccc(Cl)cc1)C1CCCCC1
14. Cc1cc(C)c(-c2csc(NC(=O)c3n[nH]c(=O)c4ccccc34)n2)c(C)c1
15. Cc1ccc(S(=O)(=O)N/N=C\c2ccccc2OCc2ccccc2)cc1
16. C(=NN1CCCCCC1)c1cccc2ccccc12
screen / no.,9,10,11,12,13,14,15,16
SENP8 block-1,-10,-13,-3,.,-15,-1,-7,.
MIN6 prolif,-2,-3,-2,.,-2,-2,-3,.
SENP1 FRET inh,-6,2,0,0,6,2,1,-3
PfG6PD inh,-1,-3,-2,-6,-21,0,-9,2
SENP6 block,-6,-1,0,.,-5,-15,-9,.
UBC13 inh,10,-10,0,.,-9,-1,-10,.
HKDC1 inhibitor,-10,2,-5,1,-8,-12,0,-5
SENP7 block,3,-6,6,.,-3,-1,-7,.
SENP8 block-2,-412,-2,6,8,3,14,3,-21

17. O=C(CNS(=O)(=O)c1ccc(Br)s1)NCc1ccccc1
18. CCN(CC)C(=O)CC(c1ccc(N(C)C)cc1)c1c(OC)cc(OC)c2ccc(=O)oc12 (stereo not drawn)
19. O=C(CSC1=NC2(CCCCC2)N=C1c1ccccc1)Nc1ccc2c(c1)OCCO2
20. COC(=O)Nc1ccc(S(=O)(=O)NC2CCS(=O)(=O)C2)cc1 (stereo not drawn)
21. Cc1noc(C)c1COc1ccccc1C(=O)NNC(=O)c1ccccc1F
22. COCCn1c(C)cc(/C=C2/NC(=O)N(Cc3ccc(C)cc3)C2=O)c1C
23. O=C(/C(=C/c1ccc(Cl)cc1)c1nc2ccccc2[nH]1)c1cccs1
24. Cc1cccc(N2CCN(C(=O)CCNC(=O)Cn3ccc4ccccc4c3=O)CC2)c1C
screen / no.,17,18,19,20,21,22,23,24
SENP8 block-1,1,3,2,6,10,-4,-8,4
MIN6 prolif,0,-1,-4,-1,-3,-2,-5,0
SENP1 FRET inh,-4,-1,-2,1,-1,-48,-10,-1
PfG6PD inh,-2,-2,19,-2,-7,4,5,10
SENP6 block,-14,-12,10,20,-5,-1,-11,-1
UBC13 inh,0,5,3,2,7,-6,-12,-5
HKDC1 inhibitor,-6,-3,1,-4,-10,-4,21,0
SENP7 block,2,1,4,6,-3,12,-5,20
SENP8 block-2,4,-150,6,45*,-2,-261,3,-12

25. COc1ccc(/C=N/n2c(C3CCCCC3)n[nH]c2=S)c(OC)c1
26. COC(=O)[C@@]12CCCN1[C@H](c1ccc(-c3ccc(OC)cc3)c(OC)c1)[C@@H]1C(=O)N(C)C(=O)[C@@H]12
27. O=C(CSc1nnc(-c2cccnc2)o1)NNC(=O)c1ccc(Br)cc1
28. COc1ccc(NC(=O)N(Cc2cccnc2)Cc2ccccc2Cl)c(OC)c1
29. CCCCNS(=O)(=O)c1ccc(NC(=O)c2cccs2)cc1
30. Cc1ccc(C)c(NC(=O)COC(=O)CSc2ccccc2)c1
31. Cc1cc(NC(=O)C2CC(=O)N(c3ccc(Cl)cc3)C2)no1 (stereo not drawn)
32. COc1ccc(C(=O)Nc2ccc3oc(-c4cccc(F)c4)nc3c2)cc1OC
screen / no.,25,26,27,28,29,30,31,32
SENP8 block-1,-2,3,-2,2,1,-4,1,-5
MIN6 prolif,-3,-3,-2,-1,-3,1,0,-1
SENP1 FRET inh,1,-1,3,-1,0,4,1,-3
PfG6PD inh,24,8,26,4,-10,6,-3,-12
SENP6 block,4,-7,-6,2,0,-7,-26,-4
UBC13 inh,-5,-2,-17,4,-13,-5,4,54*
HKDC1 inhibitor,-1,1,-13,-4,-5,-6,-5,-4
SENP7 block,7,-2,-5,0,7,-4,0,-6
SENP8 block-2,12,-495,31,7,8,16,13,-422

33. COc1ccc(-c2ccc3c(N)c(C(=O)c4cccc(OC)c4)sc3n2)cc1
34. CCN1C[C@@H]2[C@@H]3C(=O)N(C)C(=O)[C@@H]3[C@](C)(C1=O)N2C(=O)c1ccccc1
35. Cn1c(N)c(C(=O)COC(=O)CSc2cccc3cccc(Cl)c23)c(=O)n(C)c1=O
36. CC(C)CCC1(C)NC(=O)N(CC(=O)NCC(=O)Nc2ccc(F)c(F)c2F)C1=O (stereo not drawn)
37. COc1ccc(C)cc1Nc1n[n+](-c2ccccc2)c(-c2c(Cl)cccc2Cl)s1
38. Cc1ccccc1-c1nnc(NC(=O)c2ccc(N3C(=O)CCC3=O)cc2)s1
39. O=C1NC(=S)N(C(=O)c2ccc(F)cc2)/C1=C/c1ccccc1
40. Cc1cc(Nc2cccc(C)c2C)n2nc(C)nc2n1
screen / no.,33,34,35,36,37,38,39,40
SENP8 block-1,-3,.,-3,1,-3,-9,-6,-1
MIN6 prolif,-1,.,-1,-3,-8,1,0,5
SENP1 FRET inh,-25,2,-3,-1,.,1,50,0
PfG6PD inh,-13,-9,-1,-2,73*,-42,-15,-7
SENP6 block,21,.,-4,-11,2,-10,-1,3
UBC13 inh,-9,.,2,-4,26,3,-32,5
HKDC1 inhibitor,12,-6,4,0,3,7,3,-4
SENP7 block,14,.,-4,3,-5,8,4,0
SENP8 block-2,-260,20,1,18,.,-135,-48,6

41. CCn1c(SCC(=O)Nc2ccc(OC)cc2)nc2c(c1=O)SCC2
42. CCOC(=O)c1c(NC(=O)c2ccccc2)sc2c1CCc1ccccc1-2
43. COc1ccccc1NC(=O)C(C)NC(c1ccccc1)c1ccccc1 (stereo not drawn)
44. CN(Cc1ccccc1)C(=O)CSc1nc2c(c(C(F)(F)F)n1)CCc1ccccc1-2
45. Cc1ccc(NC(=S)NNC(=S)Nc2ccc(C)cc2)cc1
46. CCOc1cc(CNC)ccc1OCC(=O)NC(C)(C)C
47. Cc1csc(SCc2ccccc2C(=O)O)n1
48. COc1ccc(NC(=O)CN(C)C(=O)c2ccccc2OCC(=O)Nc2cccc(C(F)(F)F)c2)cc1
screen / no.,41,42,43,44,45,46,47,48
SENP8 block-1,-8,0,-2,3,.,-3,3,-13
MIN6 prolif,-1,-5,-5,-6,.,-2,-2,-3
SENP1 FRET inh,-1,-4,0,0,-1,2,2,1
PfG6PD inh,-10,58,4,-7,78*,2,5,1
SENP6 block,2,-6,1,7,.,-6,4,-23
UBC13 inh,-5,38,1,19,.,6,-5,1
HKDC1 inhibitor,-2,-3,-1,0,-10,-9,3,-9
SENP7 block,-5,0,-6,-5,.,-15,0,-5
SENP8 block-2,-8,-329,2,-7,8,12,15,-3

49. O=C(CSCc1ccc([N+](=O)[O-])cc1)N/N=C/c1ccncc1
50. O=C(NCC(=O)N(c1cccc(F)c1)C(C(=O)NCC1CCCO1)c1ccccc1)c1ccco1 (stereo not drawn)
51. COc1ccc(OC)c(S(=O)(=O)ON2C(=O)c3ccccc3C2=O)c1
52. C/C(=N\NC(=O)c1c([N+](=O)[O-])c(C)nn1C)c1ccc(NC(=O)C2CCCC2)cc1
53. O=C(C=Cc1cccnc1)c1ccccc1
54. CC[N+](CC)(CC#Cc1ccccc1)CC#Cc1ccccc1
55. CC(=O)N(C)c1ccc(N=Cc2cc3c(cc2[N+](=O)[O-])OCO3)cc1
56. O=C(CSc1nnc(NC(=O)C2CCC2)s1)Nc1ccccc1
screen / no.,49,50,51,52,53,54,55,56
SENP8 block-1,-6,-2,0,-16,.,-4,18,-13
MIN6 prolif,-4,0,-3,-5,.,-6,-4,-3
SENP1 FRET inh,1,0,1,1,3,2,-1,2
PfG6PD inh,10,6,51,-3,25,-1,53,13
SENP6 block,-7,10,16,0,.,-8,41,-22
UBC13 inh,68*,28,14,-10,.,6,-18,1
HKDC1 inhibitor,-6,-1,1,-1,3,-3,12,-3
SENP7 block,-5,2,9,17,.,-1,13,-4
SENP8 block-2,1,25,-106,7,2,32,-132,8

2 of the compounds above, field by field:
51) COc1ccc(OC)c(S(=O)(=O)ON2C(=O)c3ccccc3C2=O)c1
  SENP8 block-1 = 0
  MIN6 prolif = -3
  SENP1 FRET inh = 1
  PfG6PD inh = 51
  SENP6 block = 16
  UBC13 inh = 14
  HKDC1 inhibitor = 1
  SENP7 block = 9
  SENP8 block-2 = -106

22) COCCn1c(C)cc(/C=C2/NC(=O)N(Cc3ccc(C)cc3)C2=O)c1C
  SENP8 block-1 = -4
  MIN6 prolif = -2
  SENP1 FRET inh = -48
  PfG6PD inh = 4
  SENP6 block = -1
  UBC13 inh = -6
  HKDC1 inhibitor = -4
  SENP7 block = 12
  SENP8 block-2 = -261

Additional compounds.
57. O=S1(=O)N(Cc2ccccc2F)CCCN1Cc1c(F)cccc1Cl
58. C=CCNC(=S)Nc1ccc(Cl)c(S(=O)(=O)N2CCOCC2)c1
59. O=C1c2ccccc2C(=O)c2c1oc(C(F)(F)F)c2C(=O)c1ccccc1
60. CC(C)NS(=O)(=O)c1ccc(OCC(=O)N(C)Cc2ccccc2)cc1
screen / no.,57,58,59,60
SENP8 block-1,-3,1,59*,-8
MIN6 prolif,0,0,-4,-2
SENP1 FRET inh,4,0,2,2
PfG6PD inh,5,3,74*,-3
SENP6 block,-3,-5,77*,-11
UBC13 inh,0,9,-41,-6
HKDC1 inhibitor,1,-4,17,8
SENP7 block,-10,6,50,-8
SENP8 block-2,15,20,73*,12

3 compounds already listed, ordered by SMILES length, largest number first:
59. O=C1c2ccccc2C(=O)c2c1oc(C(F)(F)F)c2C(=O)c1ccccc1
58. C=CCNC(=S)Nc1ccc(Cl)c(S(=O)(=O)N2CCOCC2)c1
57. O=S1(=O)N(Cc2ccccc2F)CCCN1Cc1c(F)cccc1Cl
screen / no.,59,58,57
SENP8 block-1,59*,1,-3
MIN6 prolif,-4,0,0
SENP1 FRET inh,2,0,4
PfG6PD inh,74*,3,5
SENP6 block,77*,-5,-3
UBC13 inh,-41,9,0
HKDC1 inhibitor,17,-4,1
SENP7 block,50,6,-10
SENP8 block-2,73*,20,15
